NRP1-CendR mod – modulators of CendR peptide binding to NRP-1, primary screen, biochemical, fluorescence polarization, uHTS | Neuropilin-1 (Homo sapiens), O14786 | FAM-RPARPAR peptide binding to NRP-1 | inhibition, % at 25 µM | AID 602438, 2012 | hit rate 0.85% among 360,000;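 active = inhibition or corrected inhibition above about 18%, plus a signal ratio from 0.5 to 1.5, limit read from the data, passing the limit was not always enough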; also: strong numbers were not always called active
Target sequence (O14786 whole entry, looked up): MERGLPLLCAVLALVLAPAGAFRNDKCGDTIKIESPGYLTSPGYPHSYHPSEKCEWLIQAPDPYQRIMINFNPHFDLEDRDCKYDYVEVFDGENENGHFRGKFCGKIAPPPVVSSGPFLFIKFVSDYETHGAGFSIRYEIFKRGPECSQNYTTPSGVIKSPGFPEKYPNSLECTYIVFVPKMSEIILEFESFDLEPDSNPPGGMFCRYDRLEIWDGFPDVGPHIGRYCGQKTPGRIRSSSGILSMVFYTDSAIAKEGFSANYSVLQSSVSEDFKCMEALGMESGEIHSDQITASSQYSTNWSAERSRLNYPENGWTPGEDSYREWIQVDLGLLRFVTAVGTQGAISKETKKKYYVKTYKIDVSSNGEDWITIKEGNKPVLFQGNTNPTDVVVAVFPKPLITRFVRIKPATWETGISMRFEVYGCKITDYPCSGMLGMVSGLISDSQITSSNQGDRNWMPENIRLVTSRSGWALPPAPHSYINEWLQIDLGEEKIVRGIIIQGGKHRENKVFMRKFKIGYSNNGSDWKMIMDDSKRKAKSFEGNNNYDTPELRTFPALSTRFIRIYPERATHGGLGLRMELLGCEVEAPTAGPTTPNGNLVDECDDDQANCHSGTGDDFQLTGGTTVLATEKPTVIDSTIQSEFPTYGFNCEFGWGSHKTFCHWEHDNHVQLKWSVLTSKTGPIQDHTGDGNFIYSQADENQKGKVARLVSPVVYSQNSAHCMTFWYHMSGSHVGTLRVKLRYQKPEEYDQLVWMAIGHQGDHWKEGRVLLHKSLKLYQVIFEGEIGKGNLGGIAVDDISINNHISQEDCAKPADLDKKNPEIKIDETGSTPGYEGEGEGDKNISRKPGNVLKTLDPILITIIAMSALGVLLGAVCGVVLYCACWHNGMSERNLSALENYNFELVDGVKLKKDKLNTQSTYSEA
SKN-1 inh – suppressors of acrylamide-induced Pgst-4::GFP reporter in worms, primary screen, SKN-1 inhibitor project, whole organism, uHTS, GFP/RFP fluorescence ratio, strain VP596; C. elegans VP596 Pgst-4::GFP/RFP ratio, 24 h; inhibition, % at 21.8 µM; hit rate 0.49% among 360,000;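 active = interference check ratio from 0.5 to 1.5 plus GFP to RFP signal ratio inhibition reaching or exceeding a fixed threshold, cut at about 30% in these data, passing the limit was not always enough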; also: some compounds called inactive have numbers as strong as hits
STEP block – STEP phosphatase inhibitors, primary screen, biochemical, fluorescence intensity, uHTS; inhibition, % at 20 µM; recombinant STEP, OMFP fluorogenic substrate; Tyrosine-protein phosphatase non-receptor type 5 (Homo sapiens), P54829; hit rate 0.25% among 360,000;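 active = inhibition at 20 µM, scaled per plate between control wells, above about 37%, limit read from the data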;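 also: 0% = DMSO with enzyme and substrate and 100% = substrate only without enzyme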
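System: STEP phosphatase, cell-free reaction; Buffer or medium: Bis-Tris pH 6.0 buffer with DTT, detergent; Incubation: 20 min at room temperature, dark; Measured by: fluorescence, 480/540 nm.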
LMPTP block – LMPTP phosphatase inhibitors, primary screen, biochemical, fluorescence intensity, uHTS | inhibition, % at 20 µM | Low molecular weight phosphotyrosine protein phosphatase (Homo sapiens), P24666 | hit rate 0.22% among 360,000 | recombinant LMPTP-A, OMFP fluorogenic substrate;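 active = compounds that cut the enzyme signal by at least half of the control window in the single-dose screen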;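 also: plate controls were DMSO wells with enzyme plus substrate for no effect and substrate without enzyme for full effect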
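material = LMPTP-A | quantity = 0.625 nM enzyme | reagent = OMFP substrate, 400 µM final | buffer or medium = Bis-Tris pH 6.0, DTT, detergent | detection = endpoint fluorescence intensity from OMFP dephosphorylation | dosing = single 20 µM dose | read-out basis = % inhibition relative to no-enzyme and uninhibited control wells | control set = no-enzyme and uninhibited controls | timing = 50 min at room temperature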
NadD block – inhibitors of S. aureus NadD, primary screen, biochemical, colorimetric, uHTS; Nicotinate-nucleotide adenylyltransferase NadD (Staphylococcus aureus N315); purified NadD enzyme, colorimetric absorbance read-out; inhibition, % at 20 µM; hit rate 0.78% among 360,000; AID 602399, 2012; in the data active = inhibition above about 26%; also: some compounds past the cut are filed as inactive
Rpn11 block – Rpn11 (PSMD14) deubiquitinase inhibitors, primary screen, biochemical, fluorescence polarization, uHTS. 26S proteasome non-ATPase regulatory subunit 14 (Homo sapiens), O00487. calls only at 20 µM. hit rate 0.59% among 360,000. human 26S proteasome, Ub4-pepOG fluorescence polarization; 20S core pre-blocked with epoxomicin;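 active = inhibition at 20 µM, scaled to each plate's controls, above about 33%, limit read from the data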
Scp-1 inhibitor – Scp-1 phosphatase inhibitors, primary screen, biochemical, colorimetric, uHTS. Recombinant Scp1, phosphopeptide, malachite green phosphate absorbance. inhibition, % at 20 µM. hit rate 0.88% among 340,000;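 active = inhibition above about 50% at 20 µM, limit read from the data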;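 also: plate controls were DMSO wells with enzyme for no effect and wells lacking enzyme for full effect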
Target sequence (Q9GZU7 76-261 limits assumed): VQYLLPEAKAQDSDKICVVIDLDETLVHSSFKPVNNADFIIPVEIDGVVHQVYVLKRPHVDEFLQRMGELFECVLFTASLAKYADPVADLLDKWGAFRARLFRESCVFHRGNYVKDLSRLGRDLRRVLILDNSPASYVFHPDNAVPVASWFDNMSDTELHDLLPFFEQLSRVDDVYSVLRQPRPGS
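assay system = SCP-1 phosphatase catalytic domain, residues 76-261 | buffer or medium = 50 mM Tris acetate pH 5.5, 0.005% Tween-20, 10 mM MgCl2 | incubation = enzyme reaction 45 min at room temperature, colour 5 min, stabilisation 30 min | signal = Phosphate-binding colour reagent, absorbance read at 630 nm | measure = % inhibition at 20 µM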
DNMT1 inh – human DNMT1 methyltransferase inhibitors, primary screen, biochemical, molecular beacon, fluorescence, HinP1I cleavage, uHTS; DNA (cytosine-5)-methyltransferase 1 (Homo sapiens), P26358; hit rate 0.83% among 360,000; inhibition (reported as % activation of signal), % at 10 µM; in the data active = inhibition above about 50%
MT1-MMP act inh – blockers of MT1-MMP proenzyme processing, primary screen, HT1080 RFP-PRO-GFP cells, GFP/RFP fluorescence | Matrix metalloproteinase-14 (Homo sapiens), P50281 | GFP/RFP ratio fluorescence, overnight; percent of plate control window, DMSO zero | GFP/RFP ratio change, % at 20 µM | hit rate 0.061% among 360,000 | AID 651647, 2012;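 active = GFP/RFP ratio change of at least 30% with cell ATP level not reduced by more than half and red fluorescence within 50% of control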; also: strong numbers were not always called active
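Test system: HT1080 RFP-PRO-GFP cells; Benchmarks: DMSO and RFP-L50D-GFP cell wells; Timing: cells overnight before dosing, compound overnight, 37 °C, 5% CO2; Compound: one 20 µM compound dose with 1% DMSO; Read-out: GFP/RFP fluorescence ratio.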
SUMO1 PPI mod – modulators of SUMO1 protein-protein interactions, primary screen, biochemical, uHTS; Small ubiquitin-related modifier 1 (Homo sapiens), P63165; SUMO1 binding to a labelled peptide, TR-FRET, 1 h; inhibition, % at 20 µM; hit rate 0.33% among 360,000; AID 602429, 2012; in the data active = inhibition above about 37%
* hit, by the source's call; i = inactive; x = not tested or not shown.

SKN-1 inh,SMILES,NadD block,Rpn11 block,Scp-1 inhibitor,STEP block,NRP1-CendR mod,SUMO1 PPI mod,LMPTP block,DNMT1 inh,MT1-MMP act inh
9,COc1ccc(NC(=O)CS(=O)c2cccc(Cl)c2)cc1 (stereo not drawn),-2,i,-7,-1,11,9,-0.1,2,-2
-3,CCOC(=O)N1CCC(N(CCN(C)C)C(=S)Nc2cc(C)ccc2C)CC1,2,i,-3,-1,-9,-2,-10,-2,-1
12,CCCN(C)C1CN(Cc2cn(Cc3ccc(OC)cc3)nn2)S(=O)(=O)C1 (stereo not drawn),-3,x,x,x,0,3,1.3,x,0
-3,O=C(NC(N1CCOCC1)C(Cl)(Cl)Cl)c1cc([N+](=O)[O-])cc([N+](=O)[O-])c1 (stereo not drawn),-5,i,-3,-3,-14,-23,-0.6,-8,7
20,CCC(C)Oc1cccc(C(=O)Nc2ccccc2N2CCOCC2)c1 (stereo not drawn),-4,i,-4,1,14,-1,3.3,4,-3
-4,C[C@@]12CCC3[C@@](CCC4[C@@]3(C)CCC[C@@]4(C)C(=O)O)(CC1=O)C2 (stereo partly drawn),3,i,-1,-4,11,12,-3.2,8,x
8,Cc1nc2ccccc2n1CC(=O)NN,1,i,-8,0,-3,21,-0.2,74*,1
0,O=C(O)C1CC=CCC1C(=O)N1CCN(c2nc(-c3ccccc3Cl)c3cc(Br)ccc3n2)CC1 (stereo not drawn),36*,i,3,0,9,-6,3.3,20,6
-2,COc1ccccc1CNS(=O)(=O)c1ccc(Cl)s1,-4,i,-5,-1,-1,-3,-0.5,2,1
7,CCCN(C(=O)c1ccco1)c1nnc(-c2ccccc2C)s1,2,i,-12,1,-3,3,0.3,6,6
29,Cc1ccc(C(=O)OCC(=O)Nc2cccc(S(=O)(=O)N3CCCCC3)c2)o1,-2,i,18,0,6,5,0.5,9,7
-8,CCCc1c(O)nc(SCC(=O)O)[nH]c1=O,-2,i,-13,0,3,0,-0.7,1,-4
9,COc1ccc(/C=C2\CCc3ccccc3C2=O)cc1CN1CCOCC1,-7,i,-4,0,15,-22,0.8,-3,5
11,CN(C)S(=O)(=O)c1ccc(Cl)c(C(=O)NCC2CCCCC2)c1,-4,i,-5,8,-10,7,-0.2,1,1
-1,O=C(NCC1CCCO1)C1CCN(S(=O)(=O)c2ccccc2)CC1 (stereo not drawn),-1,i,4,4,8,2,-0.8,3,-2
8,O=C(c1cccc(S(=O)(=O)Nc2ccccc2Cl)c1)N1CCN(c2ccccc2O)CC1,3,i,-10,-2,10,18,0.5,-16,3
-23,O=C(CSc1nnc(Cn2c(=O)sc3ccccc32)n1CCc1ccccc1)N1CCOCC1,-2,i,11,-1,-8,0,1.0,-2,3
-6,C[C@@H]1CCCCO[C@H](CN(C)S(=O)(=O)c2cccs2)[C@@H](C)CN([C@H](C)CO)C(=O)c2cc(NC(=O)Nc3ccc4c(c3)OCO4)ccc2O1,18,i,x,0,-18,5,-0.8,-22,-2
2,CCN(CC)S(=O)(=O)c1ccc(C(=O)OCCN2C(=O)CCC2=O)cc1,2,i,-4,-1,13,3,-1.1,1,-1
-13,CC(=O)c1cccc(NC(=O)CCS(=O)(=O)c2ccc(Br)s2)c1,-9,i,-3,0,2,6,0.4,2,3
10,CN(CCS(=O)(=O)c1ccc(Cl)cc1)Cc1cccnc1,-1,i,-11,0,5,13,-5.5,0,-1
12,COc1ccccc1-c1c(C)oc2c(CN3CCN(CCO)CC3)c(O)ccc2c1=O,0,i,0,3,11,-2,-3.7,1,-1
-10,Cc1cccc(NC(=O)CSCc2nc3c(nnn3Cc3ccc(F)cc3)c(=O)[nH]2)c1C,-3,i,35,3,-10,-1,2.0,1,0
-5,CC(C)Sc1nc(-c2ccccc2)cc(=O)[nH]1,4,i,-6,6,-8,3,-0.6,1,11
23,CC(=O)c1ccc(S(=O)(=O)N(C)C(C)CCc2ccco2)cc1 (stereo not drawn),-3,i,-19,1,-10,-1,1.2,-2,0

SKN-1 inh,SMILES,NadD block,Rpn11 block,Scp-1 inhibitor,STEP block,NRP1-CendR mod,SUMO1 PPI mod,LMPTP block,DNMT1 inh,MT1-MMP act inh
10,CSC1=N/C(=C\c2cccc(F)c2)C(=O)S1,2,i,-3,4,7,1,1.1,23,-7
-13,Cc1ccc(C)c(NC(=O)C2CCC(C)(C(=O)O)C2(C)C)c1 (stereo not drawn),10,i,-5,3,-2,-4,-1.2,2,5
4,CCCCNC(=O)c1ccc(NC(=O)C2CCCO2)cc1 (stereo not drawn),-7,i,-5,0,14,-1,-1.2,3,0
4,O=c1cc(CO)oc(C(Nc2cccc(C(F)(F)F)c2)c2ccccn2)c1O (stereo not drawn),6,i,-4,2,3,-2,0.1,-4,-4
-5,CCN(CC)Cc1cc(Nc2c3ccccc3nc3c4ccccc4n(C)c23)cc(CN(CC)CC)c1O,-2,i,-8,3,-1,-47,77*,20,10
3,O=C(CCC(=O)N1CCN(Cc2ccccc2)CC1)Nc1nnc(C2CCCCC2)s1,-6,i,-3,1,-4,2,-0.2,-2,3
-7,COC(=O)c1ccc(/C=N/N2CCN(Cc3ccc(C)cc3C)CC2)cc1,7,i,-2,3,8,-1,0.7,-1,11
-6,CCc1nc(SCC(=O)NCCc2ccccc2)c2c(=O)n(C)c(=O)n(C)c2n1,-4,i,-7,3,6,-1,-0.4,2,-2
41*,O=C(/C=C\Nc1ccccn1)c1ccc(Cl)cc1,2,i,-13,5,5,-12,1.1,5,7
9,COc1ccc(CC(=O)Nc2cccc(S(=O)(=O)N3CCCCCC3)c2)cc1OC,-10,i,-14,-1,-5,3,-0.4,-5,-6
-13,C=CCN1N=C(c2ccc(Cl)s2)CSC1=O,-1,i,1,-1,2,-8,0.0,0,x
3,CC1=C(C(=O)c2ccccc2)C(c2ccc(O)cc2)NC(=S)N1 (stereo not drawn),-5,i,-6,-1,8,-3,-0.5,-4,-11
-5,CCOC(=O)[C@H]1[C@H]2COc3cc(OC)ccc3[C@@H]2N2C(=O)CN(Cc3ccccc3)C(=O)[C@@]12C,-6,i,-9,-6,12,4,-1.0,-2,-3
7,CCN(CC(=O)Nc1cc(Cl)ccc1C)C(=O)c1ccc(N2CCCC2=O)cc1,7,i,-7,-2,5,-1,-5.5,2,-1
6,CCNC(=O)C1(C)CCCN1Cc1ccccc1Cl (stereo not drawn),-5,i,x,3,-14,0,-1.0,-2,-3
3,O=C(Nc1c2c(nc3ccccc13)CCCC2)c1ccccc1Cl,-1,i,-7,1,0,-1,-0.6,2,4
-3,CN(Cc1ccc(OC(F)F)cc1)C(=O)c1ccccc1Sc1ccccc1C#N,-2,i,-8,-1,8,0,1.1,4,3
-9,CCOC(=O)c1ccc(NC(=O)CCNS(=O)(=O)c2ccc3c(c2)oc(=O)n3C)cc1,9,i,-3,-4,2,1,-2.4,0,-4
13,Brc1ccc2nc(C3CCCCC3)c(Cc3ccccc3)n2c1,4,i,x,2,14,6,0.4,5,-3
0,O=C(COC(=O)c1ccc(-c2ccccc2)cc1)Nc1ccccc1-c1ccccc1,2,i,-10,-2,4,-3,3.4,8,-3
10,CC(=O)Cc1nsc(Nc2cccc(C)c2)n1,-2,i,3,1,4,0,-0.7,-2,0
-22,COc1ccccc1-c1nc2n(n1)C(c1cccs1)C(C(=O)Nc1cccnc1)=C(C)N2 (stereo not drawn),-2,i,-5,0,-4,0,-1.6,4,1
5,COc1cc(NC(=O)CSCc2ccccc2)c(C(=O)O)cc1OC,-4,i,-12,-3,18,4,0.6,0,3
7,CCC[N+](CC#CCO)(CC#Cc1ccccc1)CCC,7,i,-14,-3,5,-4,-0.6,1,0
13,O=C(CN1C(=O)C2CCCCC2C1=O)Nc1nc(-c2ccc(F)cc2)cs1 (stereo not drawn),1,i,-9,2,-5,5,2.0,2,-1

4 neighbouring records from above, quoted:
SKN-1 inh,SMILES,NadD block,Rpn11 block,Scp-1 inhibitor,STEP block,NRP1-CendR mod,SUMO1 PPI mod,LMPTP block,DNMT1 inh,MT1-MMP act inh
10,CSC1=N/C(=C\c2cccc(F)c2)C(=O)S1,2,i,-3,4,7,1,1.1,23,-7
-13,Cc1ccc(C)c(NC(=O)C2CCC(C)(C(=O)O)C2(C)C)c1 (stereo not drawn),10,i,-5,3,-2,-4,-1.2,2,5
4,CCCCNC(=O)c1ccc(NC(=O)C2CCCO2)cc1 (stereo not drawn),-7,i,-5,0,14,-1,-1.2,3,0
4,O=c1cc(CO)oc(C(Nc2cccc(C(F)(F)F)c2)c2ccccn2)c1O (stereo not drawn),6,i,-4,2,3,-2,0.1,-4,-4

Carrying on:
SKN-1 inh,SMILES,NadD block,Rpn11 block,Scp-1 inhibitor,STEP block,NRP1-CendR mod,SUMO1 PPI mod,LMPTP block,DNMT1 inh,MT1-MMP act inh
-5,CS(=O)(=O)c1ccc2nc(NC(=O)c3ccc(S(=O)(=O)NCC4CCCO4)cc3)sc2c1 (stereo not drawn),-5,i,-2,-2,9,2,-2.9,3,4
22,COc1cccc(CNc2nc(NC(C)C)nc3ccsc23)c1,-4,i,x,3,-2,0,41,-1,6
14,O=C(O)c1cccc(N2C(=O)c3ccc4c5c(ccc(c35)C2=O)C(=O)N(c2cccc(C(=O)O)c2)C4=O)c1,1,i,3,-1,0,-7,0.3,11,-2
22,C=CCn1c(SCC(=O)NC(=O)NCC(C)C)nnc1C1CCCCC1,-2,i,-3,-4,9,-2,-1.1,0,-2
7,NC1=NC(=O)C(Cc2ccc(F)cc2)S1 (stereo not drawn),3,i,28,-1,-6,-1,-2.4,2,-3
8,CN(C)CCNC(=O)C1(C)Cc2c(-c3cccc(C(F)(F)F)c3)ccnc2O1 (stereo not drawn),0,i,x,-2,8,6,1.4,-1,2
5,O=C1CCCC/C=C\C[C@H](CC(=O)N(CCO)Cc2ccccc2)C(=O)N[C@@H](c2ccccc2)CO1,-2,i,-2,-1,-3,2,-0.7,4,5
45*,CCN(CC)c1ccc(/C=c2\sc3nc4ccccc4n3c2=O)c(O)c1,17,i,-2,4,-36,-17,5.8,4,-50

Assay outcomes from PubChem.
